PAFAH2 inh – PAFAH2 (human) inhibition | Q99487 | 0.99% of 340,000 active | inhibition, % at 3.39 µM | recombinant PAFAH2, FP-rhodamine activity probe, fluorescence polarization | AID 492956;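 active means inhibition above the mean over all tested compounds plus 3 SD, cut at about 30% in these data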;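 further: inhibitors block probe labeling of enzyme so polarization drops; 0% = enzyme with DMSO and 100% = wells lacking PAFAH2 protein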
PAFAH1B2 inh – inhibitors of human PAFAH1B2; P68402; recombinant PAFAH1B2, FP-rhodamine activity probe, fluorescence polarization; inhibition, % at 3.39 µM; 1.2% of 340,000 active; AID 492953;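 active means inhibition above the mean of all tested compounds plus 3 SD, cut at about 24% in these data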;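 further: 0% = enzyme with DMSO and 100% = wells lacking PAFAH1B2; many of its hits are not listed in these tables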
Target sequence (P68402 whole entry, looked up): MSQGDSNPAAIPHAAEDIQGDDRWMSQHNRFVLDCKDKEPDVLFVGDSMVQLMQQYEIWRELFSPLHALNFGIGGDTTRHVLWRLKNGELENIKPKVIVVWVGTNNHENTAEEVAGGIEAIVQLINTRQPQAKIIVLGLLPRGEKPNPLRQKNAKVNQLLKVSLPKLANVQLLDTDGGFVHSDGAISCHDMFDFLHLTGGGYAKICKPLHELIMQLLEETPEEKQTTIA
PAD4 inh – blocks human protein arginine deiminase 4 | Q9UM07 | recombinant PAD4, RCA probe fluorescence polarization | inhibition, % at 6.36 µM | 0.41% of 330,000 active | AID 485272;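 active means percent inhibition above a cutoff equal to the mean of all tested compounds plus 3 SD, cut at about 15% in these data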;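 further: 0% = PAD4 with RCA probe and DMSO and 100% = probe without PAD4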
PAFAH1B3 inh – PAFAH1B3 (human) inhibition. Q15102. recombinant PAFAH1B3, FP-rhodamine probe, fluorescence polarization. inhibition, % at 3.39 µM. 0.28% of 340,000 active. AID 492972;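 active means inhibition above the screen-wide average of all tested compounds plus 3 SD, cut at about 25% in these data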;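 further: 0% = enzyme with DMSO only and 100% = wells lacking PAFAH1B3 protein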
GSTO1 counter – counter-screen for RBBP9 inhibitors: inhibitors of human GSTO1; P78417; recombinant GSTO1, activity-based probe fluorescence polarization; inhibition, % at 5.96 µM; 1.1% of 300,000 active;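 active means inhibition above the campaign mean inhibition plus 3 SD, cut at about 35% in these data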;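 further: 0% = GSTO1-1 with DMSO and 100% = wells lacking GSTO1-1 enzyme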
pPAFAH inh – inhibitors of human plasma PAF acetylhydrolase (pPAFAH). recombinant pPAFAH, FP-rhodamine probe fluorescence polarization. inhibition, % at 3.39 µM. 1.5% of 330,000 active;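 active means inhibition above the mean inhibition across the screen plus 3 SD, cut at about 25% in these data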;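 further: inhibitors block binding of the rhodamine activity-based probe so polarization drops; 0% = enzyme with DMSO and 100% = wells lacking pPAFAH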
Target sequence (Q13093 whole entry, looked up): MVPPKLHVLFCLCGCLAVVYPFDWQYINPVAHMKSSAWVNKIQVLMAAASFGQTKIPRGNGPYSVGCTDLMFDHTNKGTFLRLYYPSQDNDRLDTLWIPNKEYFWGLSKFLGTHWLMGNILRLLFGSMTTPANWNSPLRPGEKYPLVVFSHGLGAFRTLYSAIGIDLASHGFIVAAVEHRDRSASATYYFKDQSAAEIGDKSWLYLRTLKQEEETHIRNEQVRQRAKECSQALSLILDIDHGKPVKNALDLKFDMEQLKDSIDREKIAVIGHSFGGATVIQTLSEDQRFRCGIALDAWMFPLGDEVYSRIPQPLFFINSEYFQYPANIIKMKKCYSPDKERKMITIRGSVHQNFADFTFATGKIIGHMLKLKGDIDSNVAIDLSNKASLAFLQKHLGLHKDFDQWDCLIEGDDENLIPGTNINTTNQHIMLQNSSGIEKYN
LYPLA1 counter – LYPLA1 (human) inhibition in PME1 counter-screen | O75608 | recombinant LYPLA1, FP-Rh probe fluorescence polarization | inhibition, % at 5.9 µM | 0.16% of 320,000 active | AID 2174;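 active means inhibition above the mean of all tested compounds plus 3 SD, set per campaign, cut at about 14% in these data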;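 further: inhibitors block serine hydrolase probe labeling of LYPLA1 so polarization falls; 0% = enzyme with DMSO and 100% = wells lacking LYPLA1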
Target sequence (O75608 whole entry, looked up): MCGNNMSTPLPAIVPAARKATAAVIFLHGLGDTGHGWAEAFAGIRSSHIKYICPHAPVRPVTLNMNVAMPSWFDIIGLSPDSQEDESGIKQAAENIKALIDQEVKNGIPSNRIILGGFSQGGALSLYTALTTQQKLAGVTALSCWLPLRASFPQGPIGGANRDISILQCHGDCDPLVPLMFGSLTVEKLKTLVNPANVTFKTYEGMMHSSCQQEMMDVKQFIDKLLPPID
Fam108B counter – counter-screen for RBBP9 inhibitors: inhibitors of mouse Fam108B | recombinant Fam108B, FP-Rh probe fluorescence polarization | inhibition, % at 9.51 µM | 0.33% of 300,000 active | AID 1947;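 active means inhibition above the screen mean inhibition plus 3 SD, computed separately per campaign, cut at about 18% in these data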;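 further: inhibitors lower polarization as less probe binds the enzyme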
PME-1 primary – PME-1 (human) inhibition; Q9Y570; recombinant PME-1, FP-Rh probe fluorescence polarization; inhibition, % at 5.9 µM; 0.53% of 320,000 active; AID 2130;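 active means inhibition above the campaign mean of all compounds plus 3 SD, cut at about 26% in these data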;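 further: competitive labeling of PME-1 active site by serine hydrolase directed probe; 0% = PME-1 with DMSO and 100% = wells lacking PME-1 enzyme; inhibitors block probe labeling so polarization falls and inhibition rises; many of its hits are not listed in these tables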
Active calls of the source: *; · = no result given.

SMILES	PAFAH2 inh	PAFAH1B2 inh	PAD4 inh	PAFAH1B3 inh	GSTO1 counter	pPAFAH inh	LYPLA1 counter	Fam108B counter	PME-1 primary
CCN(CC)S(=O)(=O)c1ccc(NC(=O)CN(c2ccc(OC)cc2OC)S(C)(=O)=O)cc1	0	4	-1	2	1	0	-4	4	5
Cc1ccc2[nH]c(=O)c(COC(=O)C3CCCO3)cc2c1 (centres undefined)	-2	2	-1	4	2	-1	1	5	1
Cc1cc([N+](=O)[O-])nn1Cc1ccc(C(=O)N/N=C/c2ccc(N(C)C)cc2)cc1	1	-2	-2	5	5	2	-2	5	2
COc1ccc(C(=O)OCCN=C2NS(=O)(=O)c3ccccc32)cc1OC	43*	0	2	14	20	3	1	6	3
Fc1c(CSC(=S)N2CCOCC2)cccc1CSC(=S)N1CCOCC1	8	5	1	8	2	6	-2	-1	0
O=S(=O)(c1ccc(Oc2ccccc2)cc1)N1CCOCC1	2	-2	-2	0	2	-4	-1	1	3
O=C(CCN1C(=O)c2ccccc2C1=O)N1CCC(c2ccccc2)C1 (centres undefined)	-1	5	-2	1	-7	6	-1	0	2
CC[C@H](C)[C@@H](CN[C@H](CCCCNC)CNC)NCC1CCCC1	-4	-2	-4	5	2	4	-1	-1	-4
C/C(=N/N1CCN(Cc2cccc3ccccc23)CC1)c1cccnc1	4	-1	2	-5	4	-4	2	-1	1
Cc1ccc(/C=N/NC(=O)C[n+]2ccccc2)s1	-5	7	-3	6	1	4	2	0	1
Clc1cccc(CN2CCc3c([nH]c4ccccc34)C2)c1	11	6	-3	-5	-1	0	0	1	-7
O=C(CC(Nc1ccccc1Cl)C(=O)OCC(=O)c1cccs1)c1ccccc1 (centres undefined)	2	0	-3	-2	1	3	-4	-6	-5
NS(=O)(=O)c1ccc(NC(=S)N2CCN(S(=O)(=O)c3ccc(F)cc3)CC2)cc1	·	·	-3	·	6	0	-1	1	3
CCO[C@@H]1OC(C(=O)Nc2ccccc2)=C[C@H](c2coc3ccccc3c2=O)[C@H]1CCCO	-5	2	1	10	0	1	-2	-1	-1
O=C(C1=C(O)C(=O)N(c2ncccn2)C1c1cccs1)c1ccco1 (centres undefined)	19	-2	1	4	25	16	-3	7	1
CC(=O)N1CCc2c(sc(NC(=O)c3ccc(S(=O)(=O)N(C)C)cc3)c2C#N)C1	-2	3	1	10	5	0	-1	1	6
CC(C)CC(C(=O)NCc1ccccn1)N1C(=O)c2ccccc2C1=O (centres undefined)	-7	9	-1	-1	0	3	2	4	4
CCOC(=O)C(CC)Sc1ccc2nnc(-c3cccnc3)n2n1 (centres undefined)	-1	0	-2	1	-2	5	2	-2	8
COc1ccc(C2CC(c3ccccc3)=NN2C(=O)COC(=O)c2cnc(Cl)c(Cl)c2)cc1 (centres undefined)	-2	0	-7	8	-4	-3	-2	-1	5
CCn1c(SCC(=O)NCc2ccco2)nc2cccnc21	-7	4	3	0	-2	-7	-3	-2	-13
COCCNC(=O)Cc1ccc(Br)cc1	5	4	-2	5	-1	3	-4	-1	0
Cc1nc(-c2coc3cc(OCC(=O)O)ccc3c2=O)cs1	2	5	1	1	5	0	4	2	3
CCOc1ccccc1-n1c(SCC(=O)N(CC)CC)nnc1-c1ccccn1	7	-2	-3	0	0	3	1	4	-2
O=C(c1ccc(-c2nnc(Nc3cccc(Cl)c3)c3ccccc23)cc1)N1C[C@H]2C[C@H](C1)c1cccc(=O)n1C2	17	4	-7	7	-10	9	-5	-5	0
Cc1ccc(S(=O)(=O)NN2C(=O)c3ccccc3NC2c2ccccc2)cc1 (centres undefined)	13	1	-2	3	7	-1	-5	0	1
O=C(COC(=O)c1ccccc1[N+](=O)[O-])Nc1cccnc1Cl	12	-1	-4	5	1	5	-2	0	2
O=C(N/N=C/c1cccnc1)c1ccc(CN2c3cccc4cccc(c34)S2(=O)=O)cc1	-26	-11	-3	-2	-42	-21	-33	-14	-36
CC1CC(=O)N(Cc2ccccc2)c2ccccc2N1C=O (centres undefined)	8	0	-1	1	-1	-1	-1	2	-4
C/[N+]([O-])=C\c1ccc([N+](=O)[O-])o1	0	1	2	8	7	0	-5	-4	-2
COCCCN1C(=O)CC(C(=O)OC)=C1C	-5	-1	-2	-11	11	4	3	1	1
Cc1[nH]c2ccccc2c1SCC(=O)N1CCCCCC1	12	0	2	-1	5	2	1	-4	-3
Cc1cc(C)c(S(=O)(=O)N2CCN(C)CC2)c(C)c1	4	3	-1	3	-4	-1	-3	1	1
O=C(CSc1ccc(-c2ccccn2)nn1)c1ccccc1	-2	6	-3	2	-4	1	7	-2	-4
Cc1ccc(-n2c(=O)c3c(C)c(C)sc3n(Cc3cc(=O)n4ccccc4n3)c2=O)cc1C	2	2	1	3	2	-4	1	4	-6
COc1cc(/C=N/N(C)c2ccccc2)cc(Cl)c1O	-9	1	1	4	19	8	-2	9	10
Cc1ccc(S(=O)(=O)N2CCN(C)CC2)cc1[N+](=O)[O-]	-2	21	-3	4	-4	2	0	-3	5
Cc1ccc(NC(=O)c2cc(-c3ccc(C)c(C)c3O)n[nH]2)cc1C	-42	-19	-18	-20	-17	-18	-30	-37	-53
CC(C)n1c(N2CCN(C(=O)Nc3ccc(F)cc3F)CC2)nc2ccccc21	-5	-2	-12	6	-6	-7	-2	-2	-4
Cc1ccc(C(=O)OCC(=O)Nc2ncc(C(F)(F)F)cc2Cl)cc1NC(=O)c1ccco1	36*	-2	-5	4	-1	0	2	-6	8
COC(=O)[C@@H]1C[C@@]2(O)[C@H](O)[C@H](O)[C@H](O)C[C@H]2N1Cc1ccc(-c2ccccc2)cc1	-4	-1	-8	-4	5	-3	0	1	-2
Cc1ccc(N(CC(=O)Nc2ccc(F)cc2)S(=O)(=O)N2CCCC2)cc1	2	2	0	10	1	3	-1	-2	1
O=S(=O)(Cc1ccccc1)N=Nc1c(O)[nH]c2ccc(Br)cc12	7	4	-3	12	4	7	-4	-2	7
O=C(CSc1ncccn1)NCc1ccccc1	-2	-1	-8	2	-4	-8	-2	-2	-4
COc1ccc(Cc2nnc(Nc3ccc(C)cc3)o2)cc1OC	-4	1	0	3	2	7	3	-2	-3
O=C(O)c1cc2ccccc2cc1Nc1ccccc1	1	3	-2	6	-6	24	1	1	1
c1coc(Cn2c(-c3ccco3)nc3ccccc32)c1	4	2	-1	9	2	7	1	-6	7
CC(=O)N1CCCc2cc(S(=O)(=O)NCCC3=CCCCC3)ccc21	4	6	6	3	30	12	3	1	7
O=C(c1ccc(Br)cc1)N1CCCC(c2nc(-c3cccs3)no2)C1 (centres undefined)	3	3	-5	7	6	3	1	-3	3
Fc1ccc(Cn2cc(C(=S)N3CCOCC3)c3ccccc32)cc1	2	-1	-4	0	5	2	0	-6	3
CC1CCCCC12NC(=O)N(CC(=O)Nc1ccc(S(=O)(=O)N3CCOCC3)cc1)C2=O (centres undefined)	-9	3	-3	3	1	3	-3	-2	-2
CCn1c(-c2cc3c(C(F)(F)F)nn(C)c3s2)n[nH]c1=S	1	-2	1	-5	2	-3	0	2	-2
CN1CCN(Cc2coc3c(Cl)cc(Cl)cc3c2=O)CC1	4	3	-4	1	-5	0	0	4	1
O=C(NC1CCCC1)C1CCC(CNS(=O)(=O)c2ccccc2)CC1 (centres undefined)	-2	2	0	-2	-5	12	-1	-2	-6
COc1cccc(/C=N/NC(=O)C(=O)N2CCCC2)c1	8	3	-1	18	1	-6	-2	-1	-9
Cc1c(OCC(=O)NCC2CCC(C(=O)O)CC2)ccc2c(-c3ccccc3)cc(=O)oc12 (centres undefined)	6	-1	3	0	-5	9	-1	1	1
O=C(OCc1nc2ccccc2s1)c1ccccc1O	-7	-3	-2	0	12	8	-5	-2	0
CCOC(=O)C1CCCN(C(=O)c2cn(C)c3ccc(S(=O)(=O)N4CCCC4)cc3c2=O)C1 (centres undefined)	1	-3	-3	10	-1	2	0	-2	0
CNc1nc(-c2cccs2)cc(C(F)(F)F)c1C#N	-2	-2	-1	-3	9	3	0	1	-4
N=c1c2c(-c3ccccc3)c(-c3ccccc3)n(Cc3ccco3)c2ncn1Cc1ccccc1	-4	-3	1	6	-11	17	-2	4	16
CCN(CC)CCNC(=O)c1cc(-c2ccco2)nc2ccccc12	7	8	0	9	-2	-1	2	0	1
Remaining list, next part:
SMILES	PAFAH2 inh	PAFAH1B2 inh	PAD4 inh	PAFAH1B3 inh	GSTO1 counter	pPAFAH inh	LYPLA1 counter	Fam108B counter	PME-1 primary
CC1CCCCN1S(=O)(=O)c1ccc(NC(=O)c2ccco2)cc1 (centres undefined)	4	7	0	10	-4	1	-5	1	2
Cc1cccc(C(=O)OCC(=O)Nc2c(C)n(C)n(-c3ccccc3)c2=O)c1	4	4	-1	0	·	-1	0	·	3
Cc1ccc(C)c(NC(=O)CN(C)C(=O)Cc2ccc(Cl)cc2Cl)c1	9	5	1	4	-4	2	0	0	-1
CC(=O)Nc1ccccc1C(=O)C(=O)Nc1ccc(C(=O)N2CCOCC2)cc1	-8	1	-3	-1	0	-3	0	1	3
O=S(Cc1ccc(Br)cc1)Cc1nnc(SCc2c(Cl)cccc2Cl)n1-c1ccccc1 (centres undefined)	4	2	-3	-3	1	7	1	-2	-6
CC(C)CC(=O)NC(=S)Nc1ccccc1C(F)(F)F	3	2	2	-4	-2	3	-1	-2	-1
O=C(Nc1ccc(Cl)cc1)c1nc[nH]c1C(=O)NCCN(CCNC(=O)c1[nH]cnc1C(=O)Nc1ccc(Cl)cc1)CCNC(=O)c1[nH]cnc1C(=O)Nc1ccc(Cl)cc1	-151	-82	4	-160	·	-4	·	·	·
COc1cccc(N2CCN(S(=O)(=O)c3ccc(-n4cnnn4)cc3)CC2)c1	1	2	1	9	7	1	-1	-1	-5
N#CCCN(Cc1cccnc1)S(=O)(=O)c1ccc(S(=O)(=O)N2CCCCCC2)cc1	8	0	3	-1	1	5	-1	-6	-11
CCc1cccc(NC(=O)CCNS(=O)(=O)c2cccc3nonc23)c1	5	3	-3	5	5	2	-1	1	2
CCN1CCN(CCCNC(=O)c2cc3c(=O)oc4ccc(C)cc4c3s2)CC1	7	2	1	7	9	1	2	-1	3
O=C(c1ccco1)N1CCN(Cc2nc3ccccc3[nH]2)CC1	15	10	-3	10	·	9	·	·	·
O=C(CN1CCC(n2nnc3cc(F)ccc32)CC1)Nc1ccc2c(c1)CCC2	3	3	0	0	7	5	8	-2	9
CC1CCC(C(C)C)C(OCC(O)CNC(C)c2ccccc2)C1 (centres undefined)	1	4	7	7	8	1	-1	2	-3
CC(=O)Nc1ccc(NC(=O)C2CCN(c3ccc(C(F)(F)F)cn3)CC2)cc1	5	-2	3	6	-1	0	-1	0	4
COc1cccc(/C=C2/SC(=S)N(CC(=O)NNC(=O)c3ccccc3O)C2=O)c1	-39	-17	-37	-30	-2	21	-21	-37	-42
Cc1ccsc1/C=N/NS(=O)(=O)c1ccc([N+](=O)[O-])cc1	-3	-1	3	-2	1	1	1	0	-5
CCOC(=O)c1cc(-c2ccccc2)sc1NC(=O)COC	4	0	3	5	0	7	-1	4	1
CCN1CCN(S(=O)(=O)c2ccc(C(C)(C)C)cc2)CC1	-39	4	-1	8	1	6	1	2	0

Pulled by compound from above, 2 records:
SMILES	PAFAH2 inh	PAFAH1B2 inh	PAD4 inh	PAFAH1B3 inh	GSTO1 counter	pPAFAH inh	LYPLA1 counter	Fam108B counter	PME-1 primary
CC(=O)Nc1ccc(NC(=O)C2CCN(c3ccc(C(F)(F)F)cn3)CC2)cc1	5	-2	3	6	-1	0	-1	0	4
COc1cccc(/C=C2/SC(=S)N(CC(=O)NNC(=O)c3ccccc3O)C2=O)c1	-39	-17	-37	-30	-2	21	-21	-37	-42

High-throughput results deposited in PubChem BioAssay by The Scripps Research Institute Molecular Screening Center.

Only part of the results is shown; count on the stated rates, not on these rows.
